EphA4 KYL inhibition: inhibitors of EphA4 binding to KYL peptide, primary screen, biochemical, colorimetric, mouse EphA4 (AID 689) | EphA4-AP binding to KYL peptide, pNPP A405; higher % means a stronger effect | one-dose inhibition, % at 10 µM; IC50 in µM for titrated hits | hit rate 0.1% among 62,000; in the data active = a potency from the dose series; inactive = the rest, 99 in 100 with inhibition below about 22%
An asterisk follows results filed as active; & = joins results of further samples.

SMILES	EphA4 KYL inhibition
CN(C)c1ccc(C2N(C(=O)N3CCOCC3)CCN2S(=O)(=O)c2ccccc2)cc1 (stereo not drawn)	-14%
CC(OC(=O)C1CCCO1)C(=O)NC1CCCC1 (stereo not drawn)	-21%
COc1cccc(-c2nn(-c3ccccc3)cc2/C=C\C(=O)c2cccs2)c1	8%
COc1ccc(C(=O)Nc2ccc(C(C)C)cc2)cc1[N+](=O)[O-]	2%
N#Cc1c(N)nc2c(c1-c1ccncc1)CCCCC2	-2%
Cn1ccnc1SCc1cn2cc(Br)ccc2n1	-20%
CC1CCCC(C)N1C(=O)COC(=O)c1ccc2c(c1)OCO2 (stereo not drawn)	11%
COC(=O)/C=C1\NCCSC1=O	-6%
CCC(Oc1nc2ccccc2nc1-c1ccccc1NC(C)=O)C(=O)c1ccccc1 (stereo not drawn)	-6%
O=C(Nc1nccs1)c1ccc2nccnc2c1	-7%
Cc1cccc(N=c2oc3cc(O)ccc3cc2C(N)=O)c1	-5%
Cc1c(OCc2nn[nH]n2)ccc2c(-c3ccccc3)cc(=O)oc12	-6%
Cc1cc(C)nc(NC(=O)c2cccc([N+](=O)[O-])c2C)n1	-2%
CN(CC(=O)Nc1ccncc1)S(=O)(=O)c1ccc(Br)cc1	-10%
O=C(NCc1cccnc1)C1CC(=O)N(C2CCCCC2)C1 (stereo not drawn)	-9%
COc1cc(CNn2cn[nH]c2=S)cc(Cl)c1OCc1ccccc1	-4%
CC(CC(=O)Nc1ccc(Cl)c([N+](=O)[O-])c1)c1ccccc1 (stereo not drawn)	-11%
Cc1[nH]c2ccccc2c1Cc1n[nH]c(=S)o1	-3%
Cc1ccccc1NC(=O)Cc1nnc(SCC(=O)c2ccc(Br)cc2)n1C	7%
COc1ccc(Oc2c(Cl)cnn(-c3ccccc3)c2=O)cc1	-8%
Cc1ccc(N2C(=O)/C(=C/c3ccc(OCc4cccc(C(=O)O)c4)cc3)C(=O)NC2=S)cc1	-1%
COc1cc(NC(=O)c2ccccc2Cl)c(OC)cc1NC(=O)CN1CCOCC1	-4%
CC1=C(C(=O)NCc2ccccc2)C(c2ccc(C)o2)n2ncnc2N1 (stereo not drawn)	-19%
O=C(NC(=S)Nc1ccc2oc(-c3cccc4ccccc34)nc2c1)c1ccco1	-2%
CCOc1ccc(OCCOc2ncnc3ccccc23)cc1	-4%
Clc1ccc(-c2nc(N3CCOCC3)c3ccccc3n2)cc1Cl	-4%
CCC1(C)Cc2c(sc3nc(NN)n(C)c(=O)c23)CO1 (stereo not drawn)	6%
O=c1[nH]c2ccccc2nc1N1CCOCC1	-9%
Cc1cc(N)n2ncc(-c3ccccc3)c2n1	-12%
O=C(Nc1ccc(Cl)cc1)N1CCSCC1	-6%
Cc1nn(CC(=O)Nc2ccc(Cl)cn2)c(C)c1[N+](=O)[O-]	-5%
CCCOc1cccc(C(=O)Nc2ccc(I)cc2Cl)c1	6%
COc1ccc(CCn2c(N3CCN(Cc4ccccc4)CC3)nc3c2c(=O)[nH]c(=O)n3C)cc1	-4%
Cc1ccccc1C(=O)Nc1ccccc1C(=O)NCc1ccccc1	-11%
CCOC(=O)c1c(NC(=O)c2cccc(N3C(=O)CCC3=O)c2)sc(C)c1C	-7%
O=C1/C(=C\c2ccco2)SC(=S)N1Cc1ccccc1	3.2µM*
Cc1ccc(C(=O)CSc2ncn[nH]2)cc1	-3%&-10%
CCOC(=O)COc1ccc2cc(C(=O)OCC)c(=O)oc2c1	-9%
O=C(CN1C(=O)C2C3C=CC(C3)C2C1=O)Nc1ccc2c(c1)OCCO2 (stereo not drawn)	-12%
O=C(Nc1cc(S(=O)(=O)N2CCCC2)ccc1Cl)C1=COCCO1	-9%
Cc1ccc(-c2noc(CN(C(=O)C34CC5CC(CC(C5)C3)C4)C(C)C)n2)cc1	-32%
CCc1nnc(SCC(=O)Nc2ccccc2)nc1CC	-17%
Cc1ccc(Cn2cccc2C2=NC(C)CO2)cc1 (stereo not drawn)	0%
COc1ccccc1-c1c(C)c(C)nc(N)c1C#N	11%
Cc1[nH]nc(Nc2ccccc2)c1[N+](=O)[O-]	2%
CC1(c2ccccc2)NC(=S)N2C1NC(=S)N2c1ccccc1 (stereo not drawn)	-1%
O=C(c1ccccc1)N1CC(COc2ccccc2)OC(c2cccnc2)O1 (stereo not drawn)	-5%
Cc1nn(Cc2ccccc2Cl)c(Cl)c1/C=C/C(=O)OCC(=O)NC(N)=O	-1%
O=c1/c(=C/c2cc(Cl)c(OCCOc3ccccc3)c(Cl)c2)sc2nc3ccccc3n12	8%
COc1ccccc1NC(=O)COc1ccc(Br)cc1C(C)(C)C	-3%
Nc1nc2nc(-c3ccc(Cl)cc3)cc(C(F)(F)F)n2n1	12%
COc1ccccc1N1CCN(C(=O)c2cc(-c3ccc4c(c3)OCO4)on2)CC1	10%
Cn1c(CN2CCCCC2)nc2cc(NC(=O)c3ccccc3Cl)ccc21	-14%
COCCNC(=O)CSc1nc2cc(OC)c(OC)cc2c(=O)n1Cc1ccco1	2%
O=C(c1ccco1)N1CCN(C(=O)c2nn3cccnc3c2Cl)CC1	-12%
Cc1ccc(OCC(=O)O/N=C(\N)Cc2ccc(Cl)cc2)cc1	-12%
CCOC(=O)C(Cc1ccccc1)NS(=O)(=O)c1ccc(NC(C)=O)cc1 (stereo not drawn)	-31%
O=C(C1CCCN1S(=O)(=O)c1ccc(Cl)c(Cl)c1)N1CCCCC1 (stereo not drawn)	-14%
Cn1c(SCC(=O)NC(=O)NCc2ccco2)nnc1C(F)(F)F	0%
CCNc1nc(SCC(=O)OC)nc(N2CCOCC2)n1	-10%

(more compounds)
SMILES	EphA4 KYL inhibition
COc1ccc(S(=O)(=O)N(CC(=O)NCC2CCCO2)c2ccccc2)cc1OC (stereo not drawn)	-8%
CC(=O)c1cc(C#N)c(SCC(=O)O)nc1C	-10%
CCCCOc1ccc(-c2nnc(-c3ccncc3)o2)cc1	-8%
COc1ccc(-c2nnc(NC(=O)c3ccc(S(=O)(=O)N4COCC4(C)C)cc3)o2)cc1	-10%
Cc1nn(C(=O)c2cccs2)c(C)c1CN1C(=O)c2ccccc2C1=O	-3%
O=S(=O)(NC12CC3CC(CC(C3)C1)C2)c1ccc(Cl)cc1	-7%
Cc1cc(N2CCCCC2)n2nc(C)c(-c3ccccc3)c2n1	8%
Cc1nn(Cc2ccccc2)c(C)c1NC(=O)c1cc(-c2cccs2)on1	0%
CSc1nnc(-c2ccccc2)o1	2%
CC1CCN(CCCNC(=O)c2ccc(CSCc3cccc(Cl)c3)o2)CC1	10%
COC(=O)CCC(=O)Nc1ccccc1C(N)=O	1%
CCc1cc2ccccc2nc1SCC(=O)N1CCN(C(=O)c2ccco2)CC1	-1%
Cc1ccc(CN2CCN(/N=C/c3ccc(C)s3)CC2)cc1	-1%
O=c1[nH]nc(Sc2ncnc3sccc23)n1CCc1ccccc1	-2%
O=C1/C(=C/c2ccc(Br)o2)SC(=S)N1c1cccc(C(F)(F)F)c1	36%

As entered above.
Value of Cc1ccc(OCC(=O)O/N=C(\N)Cc2ccc(Cl)cc2)cc1 under EphA4 KYL inhibition: -12%
Value of Cc1[nH]nc(Nc2ccccc2)c1[N+](=O)[O-] under EphA4 KYL inhibition: 2%
Value of Cn1c(CN2CCCCC2)nc2cc(NC(=O)c3ccccc3Cl)ccc21 under EphA4 KYL inhibition: -14%
Value of Cc1ccc(C(=O)CSc2ncn[nH]2)cc1 under EphA4 KYL inhibition: -3%&-10%
Value of COc1ccc(-c2nnc(NC(=O)c3ccc(S(=O)(=O)N4COCC4(C)C)cc3)o2)cc1 under EphA4 KYL inhibition: -10%
Value of CCCCOc1ccc(-c2nnc(-c3ccncc3)o2)cc1 under EphA4 KYL inhibition: -8%

Later entries:
SMILES	EphA4 KYL inhibition
CC(=O)Nc1ccc(S(=O)(=O)NNC(=O)c2ccc(C)cc2)cc1	-14%
O=C(c1ccco1)c1cn(CC(=O)N2CCCCC2)c2ccccc12	-1%
O=C(c1cccs1)N(CC1CCCO1)c1nc(-c2ccccc2)cs1 (stereo not drawn)	12%
C=CCNc1nnc(SCC(=O)N2CCCCC2)c2ccccc12	-3%
CCOC(=O)CSc1nnc(-c2cccc(Br)c2)o1	-7%&-3%
O=C(Cn1cccc1C(=O)c1ccccc1)NCc1ccccc1	-1%
O=C(/C=C1/Nc2ccccc2NC1=O)Nc1cccc(C(F)(F)F)c1	-2%
COc1ccc(N(C(=O)c2ccc(Br)o2)C2C=CS(=O)(=O)C2)cc1 (stereo not drawn)	7%
CCN=C1SC(C(N)=O)CC(=O)N1CC (stereo not drawn)	-16%
CN(C)C(=O)c1c2c(nc3ccccc13)-c1ccccc1CC2	-2%
Cc1ccc2[nH]c(=O)c(CN(CCCO)S(=O)(=O)c3cccc4nsnc34)cc2c1	1%
COC(=O)C1CCN(C(=O)Nc2ccc(OC)cc2)CC1	-12%
C=CCn1c(Cc2cccs2)nnc1SCC(=O)c1ccc(F)cc1	-17%
COc1ccc(CCN(Cc2cc3cc(C)cc(C)c3nc2Cl)C(=O)C2CC2)cc1	0%
CCc1sc(N(C(=O)Cc2ccccc2)c2cccc(F)c2)nc1-c1ccc(C)cc1	-15%

EphA4 KYL inhibition: what is marked active above.
SMILES	EphA4 KYL inhibition
O=C1/C(=C\c2ccco2)SC(=S)N1Cc1ccccc1	3.2µM*

(continued)
SMILES	EphA4 KYL inhibition
COc1cccc(OCCN2CCN(c3ncnc4c3cnn4-c3ccccc3)CC2)c1	20%
COc1ccc(OC)c(C2=Nn3c(nnc3-c3cc(OC)c(OC)c(OC)c3)SC2)c1	-3%
COc1ccccc1NC(=S)NC(NC(=O)c1cc(OC)c(OC)c(OC)c1)C(Cl)(Cl)Cl (stereo not drawn)	3%
Cc1nnsc1NC(=O)OCc1ccc(Cl)cc1Cl	-9%
O=C(CN1CCC2(CC1)OCCO2)c1c[nH]c2ccccc12	0%
CC(O)CNc1nc2ccccc2n1-c1ncnc2sc3c(c12)CCC3 (stereo not drawn)	-23%
O=C1c2cccc3cccc(c23)C(=O)N1CC1CCN(S(=O)(=O)c2ccccc2)CC1	-2%
Nc1nnnn1/N=C/c1cccs1	-11%
Cc1ccc(N2CC(C(=O)Nc3ccc(Cl)cc3)CC2=O)cc1 (stereo not drawn)	-22%
Cn1c(CO)cnc1SCc1ccc(Cl)cc1	3%
COc1ccc(NC(=O)CN(Cc2ccccc2)S(C)(=O)=O)cc1	4%
COc1ccccc1-c1cc(C(=O)Nc2ccccc2SC)no1	-6%
O=C(NC1CCCCC1)N1CCSC1=Nc1ccccc1	-8%
CCc1ccc(OCCNC(=O)c2ccccc2SCc2ccccc2)cc1	6%
C=CCn1c(O)c(C2=c3ccccc3=NC2=O)s/c1=N/c1nccs1	-11%

Of the compounds above, 3 contain a cyano group.
SMILES	EphA4 KYL inhibition
N#Cc1c(N)nc2c(c1-c1ccncc1)CCCCC2	-2%
COc1ccccc1-c1c(C)c(C)nc(N)c1C#N	11%
CC(=O)c1cc(C#N)c(SCC(=O)O)nc1C	-10%

Further entries
SMILES	EphA4 KYL inhibition
COc1ccc(NC(=O)Cn2nnc(-c3ccccc3NC(=O)C3CC3)n2)cc1	-3%
CC(CCc1ccco1)NC(=O)CSc1cc(=O)n(C)c2ccccc12 (stereo not drawn)	-10%
CC(c1ccc(Cl)cc1)n1c(-c2ccc3ccccc3n2)n[nH]c1=S (stereo not drawn)	-15%
Cc1ccc2cc(C3=C/C(=C/c4ccc([N+](=O)[O-])o4)C(=O)O3)ccc2c1	12%
c1ccc2c(c1)oc1c(NCc3ccc4c(c3)OCO4)ncnc12	-16%
C/C(=N/NS(=O)(=O)c1ccc(Br)cc1)c1ccc(NC(=O)c2ccc(C)o2)cc1	-2%
Cc1cc(C)n(-c2ccc(-n3ccnc3)nn2)n1	-5%
COc1ccc(Cn2c(C)ccc2C)cc1	-2%
Cn1c(N2CCCC2)nc2c1c(=O)n(Cc1ccc(F)cc1)c(=O)n2C	-8%
COc1ccc(C(=S)N2CCN(C)CC2)cc1Br	-4%
CCCCOC(=O)Nc1ccc(N2CCCCC2)cc1	5%
Cc1ccccc1C(=O)Nc1cccc(NC(=O)c2ccc(-c3ccc(Br)cc3)o2)c1	6%
Cn1c(=O)n(Cc2ccccc2)c(=O)c2c1nc1n2CCCN1CCc1ccccc1	2%
COc1ccc(NC(=O)CSc2ccc3c(c2)OCCO3)cc1OC	-7%
COc1cccc(-c2cc(C(=O)Nc3c(C)nn(Cc4ccccc4C)c3C)no2)c1	6%

2 records drawn at random from those above:
SMILES	EphA4 KYL inhibition
COc1ccc(C(=S)N2CCN(C)CC2)cc1Br	-4%
CC(CCc1ccco1)NC(=O)CSc1cc(=O)n(C)c2ccccc12 (stereo not drawn)	-10%

(continued)
SMILES	EphA4 KYL inhibition
CCOc1ccc(OCC)c(NC(=O)CC2Oc3ccc(C)cc3NC2=O)c1 (stereo not drawn)	-5%
COc1ccc(C(=O)CSc2nc(C)cc(C)n2)cc1[N+](=O)[O-]	-7%
O=C(Nc1ccc(S(=O)(=O)Nc2ncccn2)cc1)c1cncc(Br)c1	-8%
Cc1ccc(S(=O)(=O)/N=C(\N)Nc2nc(C)c3cc(C)ccc3n2)cc1	-22%
CCN(CC)CCn1c2ccccc2c2cnc(N)c(C#N)c21	-9%
Cc1cccc(C)c1NC1=NC2(CCCCC2)N=C(N)N1	0%
O=C(NCCC1=CCCCC1)C1CCN(S(=O)(=O)N2CCOCC2)CC1	1%
COc1ccc(Cl)cc1NC(=O)C1=C(C)NC(=S)NC1c1ccccc1Br (stereo not drawn)	4%
CC(C)(C)OC(=O)NNC(=S)NCc1ccc(Cl)cc1	-1%
CCCc1cc(=O)[nH]c(SCC(=O)C(C)(C)C)n1	-21%
CCn1cc(C(=O)OCC(=O)Nc2c(C)n(C)n(-c3ccccc3)c2=O)c(=O)c2ccc(C)nc21	-21%
C[n+]1ccc(/C=C/c2ccc(Br)cc2)cc1	-18%
COc1ccc(OCC(=O)NC2CC(C)(C)NC(C)(C)C2)cc1	3%
Cc1conc1NC(c1cccs1)c1ccc2cccnc2c1O (stereo not drawn)	20%
Cc1ccc(CN2CCN(CC(=O)NC(C)CCc3ccccc3)C2=O)cc1 (stereo not drawn)	-5%

Screens (PubChem BioAssay)

This is a subset; count on the stated rates, not on these rows.
